F-actin modifier: modifiers of cytoskeleton assembly. HUVEC TNFa F-actin phalloidin imaging, high content. 91,000 compounds, 0.18% hits. inhibition, % at 2 µM. AID 836;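 active = inhibition above the batch mean plus 3 SD and confirmed as a hit by visual image inspection, cut at about 30% in these data, passing the limit was not always enough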; note: strong numbers were not always called active
Smad3 inh: inhibitors of human Smad3 transcription factor binding; inhibition, % at 25 µM; P84022; 88,000 compounds, 0.29% hits; TR-FRET Smad3/Dy647-FoxH1 peptide binding, europium anti-His;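 active = compounds that reduce the energy-transfer binding signal between the protein and its labelled peptide by more than half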;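 note: 0% = Smad3 plus labelled peptide maximal FRET and 100% = peptide-only background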
Target sequence (P84022 whole entry, looked up): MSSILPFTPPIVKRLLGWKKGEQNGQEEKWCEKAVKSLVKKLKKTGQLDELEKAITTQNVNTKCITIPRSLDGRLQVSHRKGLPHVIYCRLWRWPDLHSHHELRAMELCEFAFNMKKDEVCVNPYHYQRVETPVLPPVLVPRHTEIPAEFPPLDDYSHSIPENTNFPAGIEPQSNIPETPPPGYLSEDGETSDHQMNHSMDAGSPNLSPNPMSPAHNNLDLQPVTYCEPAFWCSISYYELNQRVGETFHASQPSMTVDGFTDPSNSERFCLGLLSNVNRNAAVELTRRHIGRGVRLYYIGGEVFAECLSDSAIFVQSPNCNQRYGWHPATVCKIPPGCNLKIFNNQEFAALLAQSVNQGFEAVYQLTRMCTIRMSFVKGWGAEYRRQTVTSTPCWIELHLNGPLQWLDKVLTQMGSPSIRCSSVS
TNFa cytotox: toxic to HUVEC cells under TNF alpha stimulation; 93,000 compounds, 0.17% hits; AID 848; cell count reduction, % at 2 µM; HUVEC TNFalpha-stimulated, Hoechst cell count, imaging;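 active = cell count reduction exceeding the screen mean by over 5 SD, scaled to untreated wells per plate, cut at about 78% in these data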;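 note: cells counted after 24 h of TNF alpha exposure following the 1 h pretreatment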
VCAM1 TNFa inh: reduces TNF alpha induced VCAM1 expression in HUVEC; HUVEC TNFa-induced VCAM-1 immunofluorescence, high-content imaging; inhibition, % at 2 µM; 95,000 compounds, 0.48% hits; AID 802;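 active = inhibition above the batch mean plus 3 SD, with images confirmed as a hit by eye, cut at about 37% in these data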;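 note: 0% = TNF-stimulated DMSO wells and 100% = unstimulated control wells; not every result past the cut was called active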
ERb coact inh: ER-beta (human) coactivator binding inhibition | Q92731 | TR-FRET ER-beta LBD / SRC1-Cy5 peptide binding; receptor agonist-loaded with 1 µM estradiol | inhibition, % at 25.6 µM | 86,000 compounds, 1.3% hits;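 active = compounds whose percent inhibition of the receptor-coactivator binding signal exceeds about 50% in the single-dose screen, limit read from the data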;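 note: 0% = receptor plus peptide wells without compound and 100% = peptide-only wells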
Target sequence (Q92731 whole entry, looked up, the tested form may be a part): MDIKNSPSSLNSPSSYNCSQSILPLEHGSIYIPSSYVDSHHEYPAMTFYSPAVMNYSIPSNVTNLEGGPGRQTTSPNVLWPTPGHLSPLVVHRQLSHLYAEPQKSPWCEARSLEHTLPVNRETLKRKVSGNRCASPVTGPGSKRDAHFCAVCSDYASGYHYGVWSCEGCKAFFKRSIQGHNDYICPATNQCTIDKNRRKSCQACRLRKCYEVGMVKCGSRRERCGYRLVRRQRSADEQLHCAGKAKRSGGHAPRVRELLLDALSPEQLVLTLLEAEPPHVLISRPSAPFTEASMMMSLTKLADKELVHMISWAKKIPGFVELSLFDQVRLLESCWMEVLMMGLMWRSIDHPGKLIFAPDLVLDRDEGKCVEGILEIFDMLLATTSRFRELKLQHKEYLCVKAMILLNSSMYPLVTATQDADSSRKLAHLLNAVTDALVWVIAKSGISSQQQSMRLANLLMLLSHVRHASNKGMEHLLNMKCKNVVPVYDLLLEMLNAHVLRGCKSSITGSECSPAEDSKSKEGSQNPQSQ
HUVEC tox IL1B: HUVEC cytotoxicity counter-screen, IL-1B stimulated; cell count reduction, % at 2 µM; 94,000 compounds, 0.41% hits; HUVEC cell count loss, Hoechst imaging;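 active = cell count reduction more than 3 SD above the screen-wide mean, cut at about 70% in these data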;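 note: normalized per plate to untreated control cells as the no-loss baseline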
Candida biofilm: kills Candida albicans biofilms; inhibition, % at 6 µM; C. albicans biofilm + clotrimazole, Alamar Blue; AID 834; 85,000 compounds, 0.14% hits;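 active = inhibition above 20%; inactive = inhibition below 20%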;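 note: preformed 24 hr biofilms exposed to compound for 48 hr; 0% = biofilm without compound and 100% = blank killed by clotrimazole plus chlorhexidine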
sEH inhibitor: inhibitors of human soluble epoxide hydrolase | inhibition, % at 2 µM | 91,000 compounds, 0.34% hits | recombinant human sEH enzymatic activity assay | P34913; in the data active = inhibition above about 80%; note: values of inactives mirror those of a sister screen read the other way; many of its hits are not listed in these tables
sEH activator: activators of human soluble epoxide hydrolase; activation, % at 2 µM; P34913; purified human sEH enzymatic activity, activator screen; AID 717; 91,000 compounds, 0.04% hits; in the data active = activation above about 37%; note: values of inactives mirror those of a sister screen read the other way
* marks the source's active call; other numbers are inactive results; i = inactive; nt = not tested or not shown; [ ] = dose if it differs, or a comment.

Structure,F-actin modifier,Smad3 inh,TNFa cytotox,VCAM1 TNFa inh,ERb coact inh,HUVEC tox IL1B,Candida biofilm,sEH inhibitor,sEH activator
CSc1nc(NCC(C)C)nc(N2CCOCC2)n1,-16,-11,-14,11,10,1,-4,-21,19
CN(C)CCCOC(=O)c1ccccc1Cl,27,-2,42,28,3,20,0,1,-6
CCN1C(=O)N(CC)C(O)(c2ccccc2)C1(O)c1ccccc1 (stereo unspecified),-16,-7,-25,7,-5,-21,3,-9,10
CC(C)N(C=O)C1(C(=O)NC2CCCCC2)CCCCC1,2,0,-14,-26,-12,-13,7,1,-2
O=C(CSc1ccc2ccccc2c1)Nc1ccncc1,-7,nt,-2,-1,nt,-19,nt,15,-13
NC(=O)NOCc1ncc(C(F)(F)F)cc1Cl,-7,-6,-5,15,0,-10,8,8,-5
CC(C)CNc1oc(-c2ccco2)nc1C#N,-4,4,8,24,-7,-7,5,-10,6
CCc1cccc(OCCCCN(CC)CC)c1,13,7,-40,-10,2,nt,1,1,-1
Cc1ccc(Nc2ncnc3sc(C)c(C)c23)cc1,8,6,-7,-2,1,0,-1,0,3
Cn1c(Cn2nnc3ccccc32)nnc1SCC(=O)NCc1ccc2c(c1)OCO2,-6,3,40,3,-3,2,8,-2,2
CCOC(=O)Cn1nc(C)n(-c2ccc(C)cc2)c1=O,10,nt,-7,1,nt,-6,nt,3,0
Fc1ccccc1CSc1ncn[nH]1,10,3,2,-24,-11[fluorescence artefact?],18,5,1,0
O=C1c2cccnc2C(Nc2ccc(S(=O)(=O)N3CCCCC3)cc2)N1Cc1ccccc1 (stereo unspecified),nt,7,nt,nt,2[fluorescence artefact?],nt,6,-1,1
O=C(COC(=O)c1cccs1)NCc1ccccc1,-12,2,-51,12,-10,-48,3,2,-4
COc1ccc(/C=N\NC(=O)C2C(=O)NCC2c2ccccc2)cc1O (stereo unspecified),1,nt,-13,-40,nt,-21,nt,-13,14
CNC(=O)CSCc1c(F)cccc1Cl,0,-7,-2,4,-11,-46,8,1,2
CC1(C)CC(=O)C=C(NC2CC(C)(C)NC(C)(C)C2)C1,10,-4,-25,-1,-13,-54,10,nt,nt
CC1(C)OC(=O)C(=CNC(Cc2c[nH]c3ccccc23)C(=O)O)C(=O)O1 (stereo unspecified),-9,4,0,-7,-10,-7,0,8,-8
Cc1nc2ncnn2c(N2CCN(C(=O)Cc3cccs3)CC2)c1C,14,-19[fluorescence artefact?],2,1,85*[fluorescence artefact?],-20,-1,3,-1
COC(=O)c1cc2sc(Cl)cc2n1CC(=O)NCCC(C)C,8,i[fluorescence artefact?],-27,4,0[fluorescence artefact?],-16,9,-2,1
COC(=O)Nc1ccc(S(=O)(=O)N2CCCC(C(=O)Nc3cccc4c3OCCO4)C2)cc1 (stereo unspecified),-18,1,10,0,9,-2,3,68,-67
CCn1c(=O)cc(SCC(=O)N2CCCCC2)c2ccccc21,-45,38[fluorescence artefact?],-2,-18,-14,37,2,-1,2
CCn1c(-c2ccc(Cl)cc2)n[nH]c1=S,8,6,-21,-9,-8,-16,-2,13,-16
CC(C)NS(=O)(=O)c1cccc2nsnc12,34,4,-39,-2,4[fluorescence artefact?],-1,3,0,0
O=C(CCNC(=O)c1ccccc1Cl)Nc1ccc2c(c1)OCO2,1,nt,-24,-18,nt,-27,nt,-12,16
CC(=O)N1CCN(c2ccc(NCc3ccc(C(C)C)cc3)cc2)CC1,-66,7,-21,20,-5,26,6,3,-4
Cc1nc(SCc2c(F)cccc2Cl)n[nH]1,-1,-12,-3,6,-3,-9,3,5,-3
CN(C)/N=C/c1c(O)ccc2ccccc12,7,nt,-20,-5,nt,10,nt,8,-7
COCCCNC(=O)c1ccccc1Oc1ccccc1,30,2,-12,-10,42[fluorescence artefact?],-12,-3,8,-8
COc1ccccc1C(=O)Oc1ccc(C(C)C)cc1,9,9,-29,-2,-7,nt,58*,-6,3

Record cards, from the list above.
CCc1cccc(OCCCCN(CC)CC)c1 in the list: F-actin modifier = 13; Smad3 inh = 7; TNFa cytotox = -40; VCAM1 TNFa inh = -10; ERb coact inh = 2; HUVEC tox IL1B = nt; Candida biofilm = 1; sEH inhibitor = 1; sEH activator = -1
NC(=O)NOCc1ncc(C(F)(F)F)cc1Cl in the list: F-actin modifier = -7; Smad3 inh = -6; TNFa cytotox = -5; VCAM1 TNFa inh = 15; ERb coact inh = 0; HUVEC tox IL1B = -10; Candida biofilm = 8; sEH inhibitor = 8; sEH activator = -5

Additional records:
Structure,F-actin modifier,Smad3 inh,TNFa cytotox,VCAM1 TNFa inh,ERb coact inh,HUVEC tox IL1B,Candida biofilm,sEH inhibitor,sEH activator
CC(CS(=O)(=O)c1ccc2ccccc2c1)N1CCN(C2CCCCC2)CC1 (stereo unspecified),-17,14,-2,-20,-4,-41,9,2,0
CC(C)(C)OC(=O)NNC1CC(=O)N(c2ccccc2F)C1=O (stereo unspecified),-15,nt,-4,13,nt,-33,nt,7,-5
CC(C)CC(c1nnnn1C(C)(C)C)N1CCN(C2CCCC2)CC1 (stereo unspecified),-15,-4,12,2,3,-6,1,9,-13
CC(=O)Nc1ccc(NC(=O)CCC(=O)NCCO)cc1,19,-9,1,11,-4,2,5,1,-3
COc1ccc(NC(=O)N(Cc2ccc(C)cc2)Cc2ccccn2)c(OC)c1,-4,-2,64,5,-9,4,13,-2,1
Cc1sc2nc(CN(C(=O)c3cccs3)C3CCCC3)[nH]c(=O)c2c1C,6,-2,-5,-7,1[fluorescence artefact?],-3,5,7,-8
CCOC(=O)COc1ccc(C(=O)c2ccccc2)c(O)c1,-10,3,-12,-3,-7,-2,3,9,-10
Cc1ccc(/C=N/NC(=O)c2ccc(C(=O)N/N=C/c3ccc(C)s3)o2)s1,-4,nt,6,-1,nt,22,nt,76,-76
COc1ccc(C(=O)NC(=S)NCc2ccco2)cc1OC,-1,nt,1,7,nt,-22,nt,21,-19
O=C(CSc1nnc(CNC(=O)c2c(F)cccc2Cl)o1)c1ccccc1,-3,16[fluorescence artefact?],-10,-8,-28[fluorescence artefact?],-39,5,8,-6
Cc1ccnn2c(-c3ccccc3)c3c(=O)n(C)c(=O)n(C)c3c12,-2,4,-32,-28,1,-1,4,-6,6
Cc1c2c(nc3c(C(=O)NC4CC4)cnn13)CCCC2,2,5,19,-3,-2,-20,-2,3,-6
CC(=O)Oc1ccc2occ(C(=O)c3cccs3)c2c1,-7,-8,-15,-13,2,-17,6,11,-10
Cn1c(SCC(=O)Nc2ccccc2-c2ccccc2)nnc1-c1ccco1,-25,3,41,-4,2,21,9,-8,8
CCC(=NC(C)c1ccccc1)c1c(O)n(C)c(=O)n(C)c1=O (stereo unspecified),23,-9,-29,5,3,-14,10,2,-4
CCOC(=O)C1=C(C)NC(=O)NC1c1c(OCC(=O)N2CCCCC2)ccc2ccccc12 (stereo unspecified),2,14,-29,-8,-3,-28,4,9,-8
COc1ccc(C(=O)NC(Cc2ccccc2)c2ccc3c(c2)OCCCO3)cc1 (stereo unspecified),-13,nt,1,-8,nt,-12,nt,10,-10
CCc1ccccc1NC1=NCC(=O)N1Cc1ccc2c(c1)OCO2,2,-6,3,29,-4,2,5,9,-8
CCN(CCCNC(=O)C1CCCN(S(=O)(=O)c2cnc[nH]2)C1)c1ccccc1 (stereo unspecified),-10,-11,2,4,13[fluorescence artefact?],-20,2,76,-76
COc1ccc(NC(=O)CSc2ccccn2)cc1,-16,-2,4,1,2,0,10,1,-2
COc1ccccc1CNC(=O)COC(=O)c1ccc(S(=O)(=O)N2CCCC2)cc1,-16,34[fluorescence artefact?],-6,-13,2,27,5,9,-9
N#CC1=C(N)Oc2cc(O)ccc2C1c1ccncc1 (stereo unspecified),6,-1,-8,-14,2,-62,7,-2,6
CCOc1cc(CNC2CCCC2)cc(Cl)c1OCc1ccc(F)cc1,2,nt,-17,-21,nt,-20,nt,2,1
CCC(c1nnnn1C(C)(C)CC)N(CCCN1CCOCC1)Cc1cc2cccc(C)c2[nH]c1=O (stereo unspecified),nt,-2,-52,14,12,-15,4,3,-4
Cc1c(NC(=O)CN2C(=O)c3cccc4cccc2c34)c(=O)n(-c2ccccc2)n1C,3,nt,7,-2,nt,-21,nt,-7,3
CCOC(=O)N1N=C(CC)CC1(O)C(F)(F)F (stereo unspecified),6,9,-23,14,-27[fluorescence artefact?],-23,9,3,-3
CC(C)Sc1nnc2n(CCc3ccccc3)c(=O)c3c4c(sc3n12)COC(C)(C)C4,2,nt,9,16,nt,-46,nt,5,-5
COc1ccccc1CC1(C)NC(=O)N(CC(=O)N2CC(C)OC(C)C2)C1=O (stereo unspecified),3,4[fluorescence artefact?],-1,4,-4,7,7,nt,nt
Cc1ccc(OCC(=O)OC2CCS(=O)(=O)C2)cc1 (stereo unspecified),-5,3,-13,1,-26,-13,9,-8,6
CC(C)CC(=O)Nc1ccc(Oc2ccc(NC(=O)CC(C)C)cc2)cc1,1,9,1,4,1[fluorescence artefact?],-59,4,15,-13
C/C=C/c1ccc(OCCCNC2CCCC2)c(OC)c1,14,-8,-27,11,-13,4,2,7,-5
O=C(O)c1cn(-c2ccccc2)nc1-c1cccnc1,-7,-4,-13,10,4,22,14,-19,19
CC(C)(C)NC(=O)Cn1c(=O)oc2cc(S(=O)(=O)N3CCc4ccccc43)ccc21,-6,1,-17,8,-1,-16,4,-3,6
Cc1n[nH]c(C)c1S(=O)(=O)N(CC(=O)Nc1ccc2c(c1)OCCO2)c1ccc(C(C)C)cc1,0,8,-14,7,27[fluorescence artefact?],5,12,12,-10
CCOC(=O)c1cnc2c(OC)cccc2c1N1CCN(c2ccc(OC)cc2)CC1,-9,-4,7,31,18[fluorescence artefact?],-34,6,-4,4
O=C1CC(NNC(=O)c2ccccc2)C(=O)N1 (stereo unspecified),27,6,10,-6,-9,-7,13,-12,12
CCOC(=O)N1CCC(NC(=O)CSCc2nc(-c3ccc(OC)c(OC)c3)oc2C)CC1,4,5,-8,-7,-6,-19,-2,19,-18
CCc1ccc(N2CC(C(=O)N/N=C/c3cccc([N+](=O)[O-])c3)CC2=O)cc1 (stereo unspecified),4,nt,6,-7,nt,-17,nt,15,-14
CCOC(=O)CC1C(=O)NCCN1C(=O)c1cccc(C(F)(F)F)c1 (stereo unspecified),-10,11,-2,4,-4,-18,10,16,-16
C=C(C)Cn1c(COc2ccccc2)nnc1SCC(=O)O,-9,-1[fluorescence artefact?],-23,11,1[fluorescence artefact?],-5,9,-6,6
CCn1c(CSc2nc(C)cc(C)n2)nnc1SCC(=O)Nc1cccc2ccccc12,nt,4,-9,-27,-6,-18,2,-14,10
COc1ccc(C(=O)Cc2ccc(OC)c(OC)c2)c(OC)c1,7,19,nt,10,0,0,3,-4,7
CCC(C)NC(=O)CSc1nnc(-c2cc(-c3ccc(C)cc3)nc3ccccc23)n1N (stereo unspecified),-10,nt,-17,-19,nt,0,nt,6,-4
COC(=O)C1(C(=O)OC)Sc2ccccc2C1=O,-6,-4,22,22,6,-4,11,4,-8
O=C(Nc1ccc(-c2cn3ccsc3n2)cc1)C1CCCC1,11,10,-35,-2,1,90*,2,-3,1
Cc1c(C(=O)NCc2ccccc2)oc2c1C(=O)CCC2,17,9,-28,1,-9,0,-6,-5,8
CCc1ccccc1NC(=O)CSC1=C(C#N)C(c2ccc3c(c2)OCO3)C2=C(CCCC2=O)N1 (stereo unspecified),8,5,-10,5,9,5,12,7,-8

This is a subset, so the mix of outcomes need not match the whole.
